Screens as filed in PubChem.
HDAC3 inh – inhibitors of human histone deacetylase 3; O15379; recombinant HDAC3, fluorogenic peptide/trypsin coupled, fluorescence; inhibition, % at 8.3 µM; 320,000 tested, 0.15% active; AID 2718; in the data active = inhibition above about 26%, passing the limit was not always enough; inconclusive = no clear call, values can overlap the other calls
KCNK9 block – inhibitors of human KCNK9 two-pore domain potassium channel; Q9NPC2; B-score at 10 µM; AID 488922; HEK293 KCNK9, FluxOR thallium flux fluorescence; active compounds read low; 310,000 tested, 1.2% active;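 active = ratio B-score over 3 SD below the library mean, with starting fluorescence within 5 SD of its mean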;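 note: negative B-score means less thallium flux so channel inhibition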
RGS4 block – human RGS4 inhibition. 310,000 tested, 0.45% active. B-score at 10 µM. P49798. HEK293 M3R/RGS4 inducible, Fluo-4 calcium flux; active compounds read high; triggered by carbachol at its EC20;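 active = B-score, a plate-corrected calcium signal, over three deviations above library mean, with baseline fluorescence within five deviations of library mean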;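 note: RGS4 expression induced by doxycycline in cells with stable M3 receptor; B-score is computed from the integrated fluorescence ratio over baseline after carbachol; higher B-score means a larger calcium signal and so more RGS4 inhibition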
SKKanGAS inh – SKKanGAS growth inhibition; 300,000 tested, 1.3% active; S. pyogenes SKKanGAS, kanamycin growth, BacTiter-Glo, 6 h; inhibition, % at 7.5 µM;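 active = mean replicate score, as percent of positive control median, at least 50; inconclusive = mean below 50 but one replicate at or above 50; inactive = mean and every replicate below 50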;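 note: strain carries kanamycin resistance gene driven by streptokinase promoter and grows in 40 µg/ml kanamycin; loss of luminescence reflects streptokinase promoter inhibition or plain growth inhibition; 0% = median of DMSO wells and 100% = positive control at its reference dose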
RGS4 pot – RGS4 potentiation or activation. HEK293 M3R/inducible RGS4, carbachol calcium flux Fluo4; active compounds read low. B-score at 10 µM. 310,000 tested, 0.92% active. AID 463111;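 active = B-score of the integrated calcium signal more than 4 SD below the library mean, with starting fluorescence not abnormally high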;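 note: negative B-score means reduced calcium response which marks RGS4 activation or potentiation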
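Assay system: Inducible-RGS4 HEK293 cells carrying M3 receptor | Schedule: Compound preincubation 20 min at room temperature before agonist | Signal: Kinetic calcium fluorescence imaging with Fluo4-AM dye, 2 µM | Read-out basis: B score from integrated fluorescence ratio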
ANO1 block – mouse TMEM16A channel inhibition, primary screen; Q8BHY3; 310,000 tested, 1.2% active; normalized B-score (activity score, 25-100; higher = stronger inhibition) at 10 µM; HEK293 TMEM16A/YFP iodide influx fluorescence, ionomycin;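 active = ratio plate-corrected score three or more library SD toward inhibition, starting fluorescence score within five deviations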;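 note: score derived from kinetic fluorescence span divided by baseline fluorescence per well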
Target sequence (Q8BHY3 whole entry, looked up): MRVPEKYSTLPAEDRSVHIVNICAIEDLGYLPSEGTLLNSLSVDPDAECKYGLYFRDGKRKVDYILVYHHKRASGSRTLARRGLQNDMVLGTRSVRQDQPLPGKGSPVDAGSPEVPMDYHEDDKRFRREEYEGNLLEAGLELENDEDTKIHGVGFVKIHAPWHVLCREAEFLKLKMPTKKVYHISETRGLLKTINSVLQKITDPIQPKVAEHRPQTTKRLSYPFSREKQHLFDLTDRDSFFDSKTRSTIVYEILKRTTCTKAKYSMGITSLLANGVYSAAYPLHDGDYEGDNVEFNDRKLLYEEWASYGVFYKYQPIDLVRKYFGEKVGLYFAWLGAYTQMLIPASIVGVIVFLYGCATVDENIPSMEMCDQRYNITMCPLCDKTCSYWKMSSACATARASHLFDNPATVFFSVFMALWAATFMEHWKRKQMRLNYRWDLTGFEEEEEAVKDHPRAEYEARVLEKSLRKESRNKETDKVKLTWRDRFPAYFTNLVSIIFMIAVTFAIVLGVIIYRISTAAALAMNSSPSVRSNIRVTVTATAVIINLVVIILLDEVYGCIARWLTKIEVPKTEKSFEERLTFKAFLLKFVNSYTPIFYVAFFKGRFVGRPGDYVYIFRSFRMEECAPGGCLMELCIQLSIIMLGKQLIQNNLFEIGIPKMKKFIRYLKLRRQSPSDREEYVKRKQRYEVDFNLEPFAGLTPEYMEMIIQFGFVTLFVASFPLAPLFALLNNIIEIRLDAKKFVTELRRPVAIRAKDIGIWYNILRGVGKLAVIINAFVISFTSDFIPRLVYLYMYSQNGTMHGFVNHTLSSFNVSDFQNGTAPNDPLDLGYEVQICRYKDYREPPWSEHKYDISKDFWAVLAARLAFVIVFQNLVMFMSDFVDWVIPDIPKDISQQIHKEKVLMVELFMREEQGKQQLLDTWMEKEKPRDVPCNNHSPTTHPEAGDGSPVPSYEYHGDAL
KCNQ1 pot – human KCNQ1 channel potentiation or activation. B-score at 10 µM. P51787. 310,000 tested, 0.35% active. AID 2648. CHO-K1 KCNQ1, thallium flux FluxOR fluorescence; active compounds read high;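 active = fluorescence ratio B-score, a plate-corrected score, at least three library SD, with initial intensity B-score within 5 SD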
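Medium – assay buffer, equal DMSO in all wells · Material – CHO-K1 cell line with stable KCNQ1 potassium channel expression · Signal – kinetic FluxOR thallium fluorescence, 10-s 1-Hz baseline, 110-s post-stimulus read · Compound – single concentration per compound, DMSO matched to controls · Schedule – 37 °C overnight plating, 90-min dark dye load, 20-min compound pretreatment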
KCNQ1 inh – blocks the human KCNQ1 potassium channel; P51787; CHO-K1 KCNQ1, FluxOR thallium flux fluorescence; active compounds read high; B-score at 10 µM; 310,000 tested, 1.3% active; AID 2642;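 active = compounds whose thallium flux B-score, printed positive for inhibition, exceeds three library SD while starting fluorescence stays within three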;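 note: channel opened by potassium depolarization with thallium stimulus after 20 min compound exposure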
ANO1 activ – activators or potentiators of mouse TMEM16A chloride channel. Q8BHY3. HEK293 TMEM16A/YFP-H148Q/I152L, iodide quench fluorescence; active compounds read low. B-score at 10 µM. 340,000 tested, 0.3% active. AID 623877;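 active = fluorescence-ratio B-score plate-corrected deviation score at least 3 library SD below zero, with starting fluorescence score within 5 deviations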;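 note: channel opened by trigger with iodide after compound preincubation; score built on the fluorescence ratio of max minus min over baseline; more negative score means more quench and so TMEM16A activation or potentiation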
hERG protect – hERG (human) protection from proarrhythmic block | Q12809 | CHO-hERG, FluxOR thallium flux, dofetilide IC70 present | activation (rescue from dofetilide block), less the hit threshold, % at 10 µM | 310,000 tested, 0.51% active | AID 1511;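 active = activation above the mean of controls blocked by dofetilide plus 5 SD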;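 note: thallium influx through hERG after potassium depolarization seen as dye fluorescence rise; in these data hits start at about 4.7%; inactives centre near -7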
KCNK3 block – human KCNK3 channel inhibition, primary screen. CHO-KCNK3 thallium flux, FluxOR fluorescence; active compounds read low. B-score at 10 µM. 340,000 tested, 0.84% active;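 active = B-score under library mean minus 4 SD, starting fluorescence ratio at most library mean plus 5 SD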;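 note: more negative B-score means stronger inhibition of thallium flux through KCNK3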
* hit, by the source's call; i = inactive; ? = inconclusive; . = not tested or not shown.

Structure	KCNQ1 inh	HDAC3 inh	SKKanGAS inh	ANO1 block	KCNQ1 pot	ANO1 activ	RGS4 block	KCNK9 block	hERG protect	RGS4 pot	KCNK3 block
CCN(Cc1ccccc1)C(=O)Cn1c(=O)n(CCC(=O)N2CCCCC2)c(=O)c2sccc21	i	6	2	i	i	i	i	i	-11	i	i
O=C(NCCC1=CCCCC1)c1cc(S(=O)(=O)N2CCOCC2)ccc1F	i	4	-1	i	i	i	i	i	-10	i	i
CN(CCCNC(=O)CCC(=O)N1CCOc2ccccc21)Cc1ccccc1	i	-4	0	i	i	i	i	i	-3	i	i
COc1ccc(CCN2CCCC(CN(C)Cc3cc(Cl)c(O)c(OC)c3)C2)cc1 (stereo not drawn)	i	4	2	i	i	i	i	i	-5	i	i
COCCCNc1nc(=S)[nH]c2cc(OC)c(OC)cc12	i	10	2	i	i	i	i	i	-8	i	i
O=C(Nc1ccccc1F)Nc1cccc2ccc(O)cc12	9*	0	27	i	i	i	i	i	-10	i	i
O=C(NCCc1ccccc1)C1CC(=O)N(c2ccc3c(c2)OCCO3)C1 (stereo not drawn)	i	-1	-1	i	i	i	i	i	-12	i	i
O=C1CCCC(=O)C1C1c2ccccc2CCN1C(=O)CCl (stereo not drawn)	i	1	-1	i	i	i	i	i	-4	i	i
Cc1nn(Cc2cccc(C(=O)NN)c2)c(C)c1Cl	i	5	9	i	i	i	i	i	-3	i	i
COc1ccnc(CN(C)C(=O)C2CCC(=O)N(Cc3cccc(C(F)(F)F)c3)C2)c1 (stereo not drawn)	i	13	0	i	i	i	i	i	-2	i	i
CC(Oc1ccccc1F)C(=O)/C=C/N(C)C (stereo not drawn)	i	6	-2	i	i	i	i	i	-9	i	i
CO/N=C(\Cn1ncc(N2CCCC2)c(Br)c1=O)c1ccc(Cl)cc1	i	0	-6	i	i	i	i	i	-5	i	i
COc1cccc(CNc2nnnn2C)c1	i	-9	3	i	i	i	i	i	-6	i	i
O=c1[nH]c(C2CCN(S(=O)(=O)c3ccccc3F)CC2)nc2c1nnn2Cc1ccc(F)cc1	i	0	0	i	i	i	i	i	-6	i	i
CCc1ccc2oc(C(=O)NC3CCS(=O)(=O)C3)cc(=O)c2c1 (stereo not drawn)	i	.	8	i	i	i	i	i	-6	i	i
Cc1cc(N2CCCC2)nc2c(C)cccc12	i	-3	-3	i	i	i	i	i	-19	i	i
NC(=O)CCS(=O)(=O)CCN1CCCCC1	i	2	-3	i	i	i	i	i	-9	i	i
COc1ccc(C2C(=O)N(C3CCCCC3)CC(=O)N2C2CCCCC2)cc1 (stereo not drawn)	i	5	3	i	i	i	i	i	-16	i	i
Cc1csc(NC(=O)CCn2c(=O)oc3ccc(Cl)cc32)n1	i	2	0	i	i	i	i	i	-10	i	i
N#Cc1cccc2c1-c1ccccc1/C2=N/NC(N)=S	i	0	22	i	i	i	i	i	-7	i	i
CCOC1(/N=C(\C)NS(=O)(=O)c2ccc(Cl)cc2)C(C)=CC(=O)C=C1C	i	-2	1	i	i	i	i	i	-11	i	i
CCOc1ccc(NC(=O)CSc2nc(O)c(C)c(=O)n2-c2ccc(F)cc2)cc1	i	0	5	i	i	i	i	i	-8	i	i
O=S1(=O)CCC(n2nccc2-c2ccccc2)C1 (stereo not drawn)	i	6	1	i	i	i	i	i	-14	i	i
COCCn1cnc2c(c1=O)c1nc3ccccc3nc1n2/N=C/c1cccc(OC)c1	i	2	25	i	i	i	i	-9.7*	-3	i	i
Brc1cccc(CN2CCCCCCC2)c1	i	?	2	i	i	i	i	i	-3	i	i
CCOc1ccc(NC(=O)Cn2nnc(-c3ccccc3F)n2)cc1	i	-3	-4	i	i	i	i	i	-6	i	i
COc1ccc(C(F)(F)F)cc1N/C=C/c1nnnn1-c1ccc2ccccc2c1	i	2	3	i	i	i	i	i	-8	i	i
COc1ccc(CNC(=O)c2ccc(Br)o2)cc1	i	-5	3	i	i	i	i	i	-6	i	i
O=C(Nc1cccc(O)c1)c1noc2c1CCc1ccccc1-2	i	3	-14	i	i	i	i	i	-2	i	i
CCN1CCCC1CNC(=O)Cn1ncc2c(=O)oc3ccc(C)cc3c21 (stereo not drawn)	i	.	-3	i	i	i	i	i	-8	i	i
COc1ccc(C)cc1NC(=O)CN(C)S(=O)(=O)c1cnc[nH]1	i	3	-12	i	i	i	i	i	1	i	i
C#Cc1cccc(NC(=O)CSc2nnc(-c3ccc(C(F)(F)F)cn3)o2)c1	i	2	2	i	i	i	i	i	-11	i	i
CC(=O)N1CCc2cc(S(=O)(=O)CCC(=O)N3CCN(c4ccccn4)CC3)ccc21	i	-3	3	i	i	i	i	i	-4	i	i
Cc1ccc(NC(=O)CNCc2cccs2)c(Br)c1	i	0	0	i	i	i	i	i	-5	i	i
CC(C)CN(C1CCS(=O)(=O)C1)S(=O)(=O)c1ccc(C(C)C)cc1 (stereo not drawn)	i	10	-3	i	i	i	i	i	-6	i	i
CCOCCCNC(=O)c1ccccc1OC1CCN(S(C)(=O)=O)CC1	i	-2	4	i	i	i	i	i	-17	i	i
COc1ccccc1NC(=O)/C=C\c1ccco1	i	0	-2	i	i	i	i	i	-6	i	i
Cc1ccc(-c2csc(N3CCN(CCCn4c(-c5ccncc5)nc5ccccc54)CC3)n2)cc1	i	15	32	i	i	i	i	i	-12	i	i
Cc1cc(C)n(C(=O)c2cccc(S(=O)(=O)N3CCCCC3)c2)n1	i	-1	-11	i	i	i	i	i	-15	i	i
C=CCC1(O)C(=O)Nc2ccccc21 (stereo not drawn)	i	-4	0	i	i	i	i	i	-3	i	i
CN(C)c1nc(N)nc(CSc2nnnn2C)n1	i	2	-9	i	i	i	i	i	-10	i	i
CC(=O)Nc1ccc(NCC(=O)c2ccccc2)cc1	i	-5	7	i	i	i	i	i	-7	i	i
CCC(CC)C1C(C#N)=C(N)Oc2n[nH]c(C)c21 (stereo not drawn)	i	2	-6	i	i	i	i	i	-10	i	i
O=C(COc1ccccc1)NCC(=O)N/N=C/c1ccco1	i	0	4	i	i	i	i	i	-5	i	i
CC(C)OC(=O)CN1C(=O)S/C(=C/c2ccc(N3CCCCC3)o2)C1=O	i	-1	4	i	i	i	i	-7.8*	0	i	i
Cc1ccc(S(=O)(=O)NCCNc2ccc([N+](=O)[O-])cc2)cc1	i	1	-32	i	i	i	i	i	-11	i	i
O=C(NCCc1ccccc1)C(=O)NCC1(c2ccccc2)CCCC1	i	4	-1	i	i	i	i	i	-9	i	i
O=C(CSc1nc2[nH]ncc2c(=O)n1-c1ccccc1Cl)N1CCCC1	i	-8	-24	i	i	i	i	i	-14	i	i
C#CCN(C(=O)c1ccc(OC)c(OC2CCN(C(C)C)CC2)c1)C1CCCCC1	i	-4	-4	i	i	i	i	i	-2	i	i
Cc1ccc(Oc2ncc(CN3CC(C)OC(C)C3)s2)cc1 (stereo not drawn)	i	-5	-1	i	i	i	i	i	-6	i	i

Continuation:
Structure	KCNQ1 inh	HDAC3 inh	SKKanGAS inh	ANO1 block	KCNQ1 pot	ANO1 activ	RGS4 block	KCNK9 block	hERG protect	RGS4 pot	KCNK3 block
CC(C)CSc1nc2ccccc2n1CC(N)=O	i	-6	-7	i	i	i	i	i	-3	i	i
COC(=O)CCCC(=O)N1CCCC(CNS(=O)(=O)c2ccc(OC)cc2)C1 (stereo not drawn)	i	-3	14	i	i	i	i	i	-12	i	i
CCOCCc1nnc(NC(=O)CSc2ccccc2)s1	i	6	4	i	i	i	i	i	-7	i	i
COCCNC(=O)C(OC(=O)c1ccco1)c1ccccc1F (stereo not drawn)	i	-4	6	i	i	i	i	i	-12	i	i
CC(C)(C)N(Cc1nc(-c2ccccc2)no1)C(=O)c1ccc2c(c1)OCO2	i	12	1	i	i	i	i	i	-6	i	i
O=C(O)C1C2C=CC(C2)C1C(=O)N1CCc2ccccc21 (stereo not drawn)	i	.	-6	i	i	i	i	i	-3	i	i
COc1ccc(NS(=O)(=O)c2ccc3nc(COc4ccc(C#N)cc4)[nH]c3c2)cc1	i	-4	19	i	i	i	i	i	-2	i	i
O=C(CSc1nc2ccccc2o1)NCC(=O)c1ccccc1	i	4	0	i	i	i	i	i	-6	i	i
CCOC(=O)C1CCN(C2CC(=O)N(c3ccc(OCC)cc3)C2=O)CC1 (stereo not drawn)	i	2	0	i	i	i	i	i	-3	i	i
Cc1n[nH]c(C)c1Sc1ccccc1N	i	6	-5	i	i	i	i	i	2	i	i
Cc1ccc(C(=O)N2CCOCC2)cc1S(=O)(=O)N1CCCCC1	i	8	6	i	i	i	i	i	-8	i	i
Brc1ccc(N=Cc2ccccn2)cc1	i	.	-10	i	i	i	i	i	-7	i	i
COc1cccc(C2=NOC(C(=O)NCc3ccc(F)cc3)C2)c1 (stereo not drawn)	i	-2	-4	i	i	i	i	i	-8	i	i
COc1ccccc1C(=O)NC(=O)COC(=O)c1ccc([N+](=O)[O-])cc1	i	-11	-9	i	i	i	i	i	-4	i	i
COCc1ccc(O)c2ncccc12	i	8	61*	i	i	i	i	i	-6	i	i
CC(C)c1ncc(C(O)c2cccc3ccccc23)n1C (stereo not drawn)	i	-2	-8	i	i	i	i	i	-10	i	i
CCn1c(-c2ccc(F)cc2)cnc1SCC(=O)N1CCc2ccccc21	i	-2	0	i	i	.	i	i	-3	i	.
CC(C)(C)OC(=O)NCCCCc1cn(CC(=O)N2CCN(C(=O)OC(C)(C)C)CC2)nn1	i	-2	3	i	i	i	i	i	-8	i	i
COc1ccc(C(=O)COC(=O)CCS(=O)(=O)c2ccc(C)cc2)c(OC)c1	i	-1	-6	i	i	i	i	i	-11	i	i
CC(=O)c1ccc(N2C(=NC(=O)COc3ccccc3)SC3CS(=O)(=O)CC32)cc1 (stereo not drawn)	i	3	-2	i	i	i	i	i	-10	i	i
